SMN2 splice enh = SMN2 splice variant enhancement | HEK293 SMN2-luciferase splicing reporter, luminescence, 30-36 h | actives 2.8% (n = 210,000) | AID 1458 | Potency, µM (series often up to 46.1 µM), inactives show at the top dose activity change, positive = activation, actives largely listed as activators; note: % of control where 0% means no effect; nearly all actives have a fitted effect of over 55% in size
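qHTS luciferase splicing reporter: luminescence rises when SMN2 exon 7 is included in transfected HEK293 cells. Compound exposure lasted 30-36 h at 37C, with 4.5 mM final sodium butyrate as control, followed by a ONE-Glo read.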
Tau fibril ThT = inhibitors of human tau fibril formation, thioflavin T binding. AID 1460. actives 2.1% (n = 270,000). recombinant tau K18 P301L (four-repeat tau fragment), heparin-induced fibrillization, ThT fluorescence. Potency, µM (top dose mostly 57.4 µM), inactives show at the highest dose activity, negative = inhibition, most hits filed as inhibitors; note: % is set by controls: 0 for no effect and ±100 for the full control effect; nearly all actives have a fitted effect of over 55% in size
Target sequence (P10636 561-689 P618L limits assumed): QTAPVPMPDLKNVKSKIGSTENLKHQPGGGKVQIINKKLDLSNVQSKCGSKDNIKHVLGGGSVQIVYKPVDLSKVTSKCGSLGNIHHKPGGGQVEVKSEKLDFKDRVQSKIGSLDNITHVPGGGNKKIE
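Heparin-induced (20 uM) aggregation of recombinant human K18 P301L tau, 15 uM unlabeled with 0.24 uM labeled, pH 7 acetate buffer, 6 hr at 37 C with compound. Fibrils quantified by 30 uM ThT fluorescence after 1 hr ambient incubation.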
Starred values were filed as active, the others as inactive; [ ] = dose if it differs, or a comment. Calls come from the whole dose curve; as a rule, active = well fitted curve in the direction sought with a large enough effect; inconclusive = small, poorly fitted or top-dose-only effect, or another doubt; inactive = no such curve, though single readings can be large; an effect the other way counts as inactive or inconclusive. Potency is the fitted concentration of half-maximal effect. These rows are one share of the data (hit frequency here may not be typical).

`CCc1nnc2c(NCCc3ccc(OC)c(OC)c3)nc3ccccc3n12` gave SMN2 splice enh 6% and Tau fibril ThT inconclusive.
Screening CCOC(=O)C1CCCN(S(=O)(=O)c2ccc3[nH]c(=O)oc3c2)C1 (stereo not drawn) returned SMN2 splice enh -16% and Tau fibril ThT 7%.
`Cc1ccc(-c2cc(C(=O)Oc3ccccc3)c3cc(C)ccc3n2)cc1` gave SMN2 splice enh 0% and Tau fibril ThT -11%.
Cc1ccc(Nc2sc(C(=O)c3ccccc3)c(N)c2S(=O)(=O)c2ccccc2)c(C)c1 was read as SMN2 splice enh -4% and Tau fibril ThT 7%.
For Cc1cccc(C)c1NC(=O)N1CCC(C(N)=O)(N2CCCCC2)CC1 the results were SMN2 splice enh 0% and Tau fibril ThT -7%.
COc1ccc(CN(C(=O)c2cc(=O)c3ccccc3o2)C2CCS(=O)(=O)C2)cc1OC (stereo not drawn) was read as SMN2 splice enh 51% and Tau fibril ThT -6%.
`CC(=O)Nc1ccc(NC(=O)CSc2nc3ccccc3nc2N2CCOCC2)cc1` gave SMN2 splice enh -18% and Tau fibril ThT inconclusive.
`COc1ccccc1C(=O)N1CCN(Cc2cc(=O)oc3cc(C)ccc23)CC1` gave SMN2 splice enh -4% and Tau fibril ThT -4%.
`CCCCOc1cccc(C(=O)Nc2cc3nn(-c4ccc(F)cc4)nc3cc2C)c1` gave SMN2 splice enh 1% and Tau fibril ThT 7%.
COCCN1C(=O)c2oc3cc(C)cc(C)c3c(=O)c2C1c1cccc(O)c1 (stereo not drawn) was read as SMN2 splice enh 15% and Tau fibril ThT -1%.
`CC(=O)N1c2ccc(S(=O)(=O)N3CCN(c4cccc(Cl)c4)CC3)cc2CC1C` (stereo not drawn) gave SMN2 splice enh 3% and Tau fibril ThT -3%.
For Cc1c2cnn(-c3ccccc3)c(=O)c2c(C)n1C(C)C(=O)Nc1ccccc1C(F)(F)F (stereo not drawn) the results were SMN2 splice enh -13% and Tau fibril ThT -7%.
Cc1ccc(NC(=O)CC2Oc3ccc(C)cc3NC2=O)c(C)c1 (stereo not drawn) was read as SMN2 splice enh 6% and Tau fibril ThT -3%.
Screening CCc1nn(CC(=O)NCCN(CC(C)C)CC(C)C)c(=O)c2cc3sc(C)cc3n12 returned SMN2 splice enh -2% and Tau fibril ThT -8%.
Screening COc1ccc(C(=O)N2c3ccc(C)cc3C(C)(c3ccccc3)CC2(C)C)cc1 (stereo not drawn) returned SMN2 splice enh -24% and Tau fibril ThT inconclusive.
COCCCn1c(=N)c(C(=O)NCC2CCCO2)cc2c(=O)n3cc(C)ccc3nc21 (stereo not drawn) was read as SMN2 splice enh 3% and Tau fibril ThT 2%.
`COc1cccc2c1cc1c(=O)n(CC(=O)N3CCC(C)CC3)nc(C)n12` gave SMN2 splice enh -10% and Tau fibril ThT 3%.
Screening COc1ccc(NC(=O)c2ccco2)cc1NC(=O)COc1ccc(Cl)c(C)c1 returned SMN2 splice enh -1% and Tau fibril ThT inconclusive.
Screening O=C(NCc1cccc(Cl)c1)c1ccc2c(Cl)c3c(nc2c1)CCCC3 returned SMN2 splice enh 4% and Tau fibril ThT -8%.
For CNS(=O)(=O)c1cc(-c2nnc(Nc3cc(C)ccc3C)c3ccccc23)ccc1C the results were SMN2 splice enh -14% and Tau fibril ThT -12%.

Two records picked at random from the list so far:
For CNS(=O)(=O)c1cc(-c2nnc(Nc3cc(C)ccc3C)c3ccccc23)ccc1C the results were SMN2 splice enh -14% and Tau fibril ThT -12%.
`CC(=O)N1c2ccc(S(=O)(=O)N3CCN(c4cccc(Cl)c4)CC3)cc2CC1C` (stereo not drawn) gave SMN2 splice enh 3% and Tau fibril ThT -3%.

Other records.
For COc1ccc(-c2cc(C(F)(F)F)nc(SCC(=O)NCC(C)C)n2)cc1OC the results were SMN2 splice enh 11% and Tau fibril ThT -2%.
For CC(=O)c1ccc(NC(=O)Cn2c(=O)n(Cc3ccco3)c(=O)c3sc4ccccc4c32)cc1 the results were SMN2 splice enh -10% and Tau fibril ThT 13%.
CCCCNC(=O)CSc1nc2nc(C)c(Cc3c(F)cccc3Cl)c(C)n2n1 was read as SMN2 splice enh 8% and Tau fibril ThT -7%.
For Cc1ccc(Nc2nc3ccc(C)cc3nc2-n2nc(C)cc2C)c(C)c1 the results were SMN2 splice enh 13% and Tau fibril ThT -1%.
For COc1ccc(-n2c(=O)c3sc4ccccc4c3n(Cc3ccccc3C)c2=O)cc1OC the results were SMN2 splice enh 5% and Tau fibril ThT -10%.
CCn1cc(C(=O)OCC(=O)Nc2ccc(C)c(Cl)c2)c(=O)c2ccc(C)nc21 was read as SMN2 splice enh -1% and Tau fibril ThT -14%.
`Cc1ccc(NC(=O)[C@H]2O[C@@H]3OC(C)(C)O[C@@H]3[C@H]3OC(C)(C)O[C@H]32)cc1F` gave SMN2 splice enh 19% and Tau fibril ThT 3%.
Screening CC(C)(C)c1ccc(/C=C/C(=O)Nc2ccc(S(N)(=O)=O)cc2)cc1 returned SMN2 splice enh -71%[inhibitor] and Tau fibril ThT 10%.
CCc1ccc(NC(=O)CC2C(=O)NCCN2C(=O)c2ccc(F)cc2)cc1 (stereo not drawn) was read as SMN2 splice enh 3% and Tau fibril ThT -3%.
`Cc1ccccc1-c1nc(CS(=O)(=O)CC(=O)NCCCN2CCN(C)CC2)c(C)o1` gave SMN2 splice enh 7% and Tau fibril ThT 7%.
Screening CCN(CC)S(=O)(=O)c1ccc2c(c1)N(CC(=O)Nc1ccc(OC)cc1)C(=O)CS2 returned SMN2 splice enh -3% and Tau fibril ThT 2%.
Screening COc1ccc(CN(C(=O)c2ccccc2F)C2CCS(=O)(=O)C2)cc1 (stereo not drawn) returned SMN2 splice enh -5% and Tau fibril ThT 2%.
CC(=O)N1CCc2c(sc3c2c(=O)n(CCc2ccccc2)c(=O)n3Cc2ccc(F)cc2)C1 was read as SMN2 splice enh -3% and Tau fibril ThT inconclusive.
Screening COc1cccc(N2CCN(C(=O)c3ccc4c(Cl)c5c(nc4c3)CCCC5)CC2)c1 returned SMN2 splice enh 0% and Tau fibril ThT inconclusive.
Screening CCCCSc1nc2sc3c(c2c(=O)n1-c1ccccc1C)CC(C)(C)OC3 returned SMN2 splice enh -1% and Tau fibril ThT -18%.
Screening CCCSc1ncc(Cl)c(C(=O)Nc2ccc(OC)cc2OC)n1 returned SMN2 splice enh 6% and Tau fibril ThT -10%.
Screening Cc1ccc(CNC(=O)c2cc3sccc3n2Cc2ccc(F)cc2)cc1 returned SMN2 splice enh -14% and Tau fibril ThT 13%.
Screening CCC(C(=O)NCCCN(CC)CC)n1ncn2c(cc3occc32)c1=O (stereo not drawn) returned SMN2 splice enh -4% and Tau fibril ThT 10%.
`COc1ccccc1-c1noc(CSc2nc3ccc(C)cc3[nH]2)n1` gave SMN2 splice enh 9% and Tau fibril ThT inconclusive.
Screening CCOc1cc(C(=O)Nc2ccc3nc(N4CCN(C)CC4)cc(C)c3c2)cc(OCC)c1OCC returned SMN2 splice enh 1% and Tau fibril ThT inconclusive.
CCc1ccc(S(=O)(=O)c2nnn3c2nc(NCCC(C)C)c2cc(Cl)ccc23)cc1 was read as SMN2 splice enh 8% and Tau fibril ThT 6%.
COc1ccc(CN2C(=O)C(NC(=O)c3ccc(C)cc3)(C(F)(F)F)N=C2c2ccccc2)cc1 (stereo not drawn) was read as SMN2 splice enh -2% and Tau fibril ThT 6%.
CCCCc1c(C)nc2c(-c3ccc(OC)cc3)c(C)[nH]n2c1=O was read as SMN2 splice enh -2% and Tau fibril ThT -16%.
`CC(NC(=O)c1ccc(CSc2nc3ccncc3n2Cc2ccc(F)cc2)cc1)c1ccccc1` (stereo not drawn) gave SMN2 splice enh -5% and Tau fibril ThT 5%.
`CCn1c(CNC(=O)c2ccc(OC)cc2)nnc1SCC(=O)Nc1ccc(C)cc1` gave SMN2 splice enh 3% and Tau fibril ThT -3%.
Screening CCCCOc1ccc(C2=NC(c3ccncc3)=Nc3ccc(OCC)cc3N2)cc1 returned SMN2 splice enh 2% and Tau fibril ThT inconclusive.
`CCc1ccccc1NS(=O)(=O)c1ccc2c(c1)CC(=O)N2` gave SMN2 splice enh 1% and Tau fibril ThT 0%.
COc1ccccc1-c1nnc(C2CCN(S(=O)(=O)c3ccccc3)CC2)o1 was read as SMN2 splice enh 2% and Tau fibril ThT -6%.
Screening CCCCCn1c(CCCNC(=O)c2ccc(Cl)cc2)nc2ccccc21 returned SMN2 splice enh -12% and Tau fibril ThT 1%.
`COCCn1c(CCC(=O)Nc2ccc(C)c(Cl)c2)nc2cccnc21` gave SMN2 splice enh -8% and Tau fibril ThT -4%.

Arranged by molar mass (falling): five of the compounds above
Screening COc1ccc(C(=O)N2c3ccc(C)cc3C(C)(c3ccccc3)CC2(C)C)cc1 (stereo not drawn) returned SMN2 splice enh -24% and Tau fibril ThT inconclusive.
Screening O=C(NCc1cccc(Cl)c1)c1ccc2c(Cl)c3c(nc2c1)CCCC3 returned SMN2 splice enh 4% and Tau fibril ThT -8%.
Screening CCCSc1ncc(Cl)c(C(=O)Nc2ccc(OC)cc2OC)n1 returned SMN2 splice enh 6% and Tau fibril ThT -10%.
`Cc1ccc(-c2cc(C(=O)Oc3ccccc3)c3cc(C)ccc3n2)cc1` gave SMN2 splice enh 0% and Tau fibril ThT -11%.
Cc1ccc(NC(=O)CC2Oc3ccc(C)cc3NC2=O)c(C)c1 (stereo not drawn) was read as SMN2 splice enh 6% and Tau fibril ThT -3%.

The results go on:
`COc1ccccc1NC(=O)N1c2ccccc2Sc2ccccc21` gave SMN2 splice enh inconclusive and Tau fibril ThT inconclusive.
`O=C(Cn1ncc2c3ccccc3n(Cc3ccccc3)c2c1=O)NCCc1ccc(Cl)cc1` gave SMN2 splice enh 8% and Tau fibril ThT 11%.
COC(=O)COc1ccc(-c2nnc(Nc3ccc(O)cc3)c3ccccc23)cc1 was read as SMN2 splice enh -6% and Tau fibril ThT inconclusive.
For COc1cccc(NC(=O)c2oc3ccccc3c2NC(=O)C2CCCCC2)c1 the results were SMN2 splice enh 3% and Tau fibril ThT 2%.
Screening CCOC(=O)c1c(Nc2cccc(C)c2)nnc(-c2ccccc2)c1-c1ccccc1 returned SMN2 splice enh -30% and Tau fibril ThT -17%.
For CC(C)Cc1cc(C(=O)NCc2ccc(Cl)cc2)no1 the results were SMN2 splice enh inconclusive and Tau fibril ThT -11%.
Cc1ccccc1CNC(=O)Cn1c(C)c2cnn(-c3ccccc3)c(=O)c2c1C was read as SMN2 splice enh 8% and Tau fibril ThT -7%.
For COc1ccccc1CNC(=O)Cn1c(=O)oc2cc(S(=O)(=O)N3CCC(C)CC3)ccc21 the results were SMN2 splice enh -63%[inhibitor] and Tau fibril ThT 1%.
Screening O=C(CN1CCN(Cc2ccc(F)cc2)C1=O)NCc1ccccc1 returned SMN2 splice enh 4% and Tau fibril ThT -7%.
Cc1cc(C)c2oc(C(=O)Nc3c(C(=O)Nc4ccccc4)oc4ccccc34)cc(=O)c2c1 was read as SMN2 splice enh -1% and Tau fibril ThT -15%.
Cc1cccc(C(=O)Nc2c(-c3ccc(F)cc3)nc3ccccn23)c1 was read as SMN2 splice enh 0% and Tau fibril ThT -12%.
`O=C(O)CCn1ccc2cc(S(=O)(=O)N3CCCCC3)ccc21` gave SMN2 splice enh -28% and Tau fibril ThT 4%.
Screening COc1ccc(CCNC(=O)Cc2c(C)c3c(cc(C)c4c(C)c(C)oc43)oc2=O)cc1 returned SMN2 splice enh 5% and Tau fibril ThT 1%.
`COc1ccc(C(=O)Nc2ccc(NC(=O)c3cccs3)cc2)cc1OC` gave SMN2 splice enh -3% and Tau fibril ThT inconclusive.
COC(=O)c1c(NC(=O)CCCOc2ccc(C(C)(C)C)cc2)sc2c1CCC(C)C2 (stereo not drawn) was read as SMN2 splice enh -8% and Tau fibril ThT inconclusive.
For Cc1cc(NC(=O)CCc2nc3cccnc3n2Cc2cccs2)ccc1Br the results were SMN2 splice enh -13% and Tau fibril ThT inconclusive.
`O=C(NCCc1nc2ccccc2n1CCCOc1ccc(Cl)cc1)C1CCCCC1` gave SMN2 splice enh -15% and Tau fibril ThT -15%.
`CCc1ccc(NC(=O)CN(C)S(=O)(=O)c2ccc3c(c2)c(=O)n(C)c(=O)n3C)cc1` gave SMN2 splice enh 8% and Tau fibril ThT 0%.
Screening CCCC12CN3CC(CCC)(CN(C1)C3c1ccc(OCc3ccccc3)cc1)C2=O (stereo not drawn) returned SMN2 splice enh 1% and Tau fibril ThT -13%.
Screening CCN(C(=O)C(NS(=O)(=O)c1cccc2nsnc12)c1ccccc1)c1ccccc1 (stereo not drawn) returned SMN2 splice enh -9% and Tau fibril ThT -11%.
COc1ccc(/C=C/C(=O)Nc2cccc(F)c2)cc1 was read as SMN2 splice enh 4µM* and Tau fibril ThT inconclusive.
Screening Cc1ccc(N(CC(=O)Nc2ccc(OC(F)(F)F)cc2)S(=O)(=O)c2c(C)noc2C)cc1 returned SMN2 splice enh -19% and Tau fibril ThT 9%.
`COc1cccc(CNC(=O)c2ccc(CSc3nc4ccncc4n3Cc3cccc(C)c3)cc2)c1` gave SMN2 splice enh -4% and Tau fibril ThT 12%.
For CCOc1ccccc1NC(=O)c1cn(C2CCCCC2)c(=O)c2c1c1ccccc1n2C the results were SMN2 splice enh 0% and Tau fibril ThT -12%.

From PubChem
